# From PubChem BioAssay
# a7 integrin act: activates integrin-mediated alleviation for muscular dystrophy. alpha7betagal myoblasts, beta-gal FDG fluorescence, 48 h. hit rate 0.064% among 350,000. Potency, µM (titrated, usually from 38.3 µM), for the others: at the top dose activation, usual class: activators;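 further: potency means the concentration at half of the fitted maximal effect; 100% = response of the positive control SU9516; nearly all actives have a fitted effect of over 60% in size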
#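 alpha7betagal+/- myoblasts (passage 13, 250/well) treated 48 h at 37C with compounds at 1:260 dilution of DMSO stock. Lysed, then beta-galactosidase activity read as FDG fluorescence (ex 480/em 540) after 30 min, with pre-read for autofluorescence.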
# Tb PFK block: blocks T. brucei phosphofructokinase | O15648 | hit rate 0.17% among 330,000 | T. brucei PFK, ADP-Glo luminescence | Potency, µM (top dose mostly 57.5 µM), for the others: top-dose activity, negative = inhibition, actives largely listed as inhibitors;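 further: potency means the concentration at half of the fitted maximal effect; 0% = uninhibited 1x PFK enzyme wells and -100% = no-enzyme wells; nearly all actives have a fitted effect of over 60% in size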
#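 In TEA buffer at pH 8.0 with 5 mM MgCl2, enzyme (1.25 nM) converted F6P (0.5 mM) and ATP (0.1 mM) for 45 min at room temperature. ADP product was read by luciferase luminescence.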
# Eya2 inh: blocks the phosphatase activity of human Eya2 | O00167 | recombinant Eya2, OMFP fluorescence dephosphorylation (OMFP is methylfluorescein phosphate) | Potency, µM (doses to about 76.9 µM), for the others: top-dose activity, negative = inhibition, usual class: inhibitors | hit rate 0.006% among 330,000 | AID 488837; further: potency means the concentration at half of the fitted maximal effect; on the % scale 0 is the no-effect control and ±100 the full control effect
#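 Eya2 protein (added as 0.2 uM solution) was preincubated with compound for 10 min at ambient temperature in 50 mM HEPES pH 7.5, 50 mM NaCl, 5 uM MgCl2, 0.05% BSA, 1 mM DTT. OMFP (added at 50 uM) then reacted 10 min; fluorescence read at 485/525 nm.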
# ELG1 repair inh: inhibitors of ELG1-dependent DNA repair in HEK293T cells; HEK293T ELG1-luciferase reporter, luminescence, 16 h; DNA damage induced by 5-fluorouridine; Potency, µM (titrated, usually from 46.1 µM), without a hit: at the highest dose activity change, negative = inhibition, hits mostly inhibitors; hit rate 2.3% among 330,000; further: potency means the concentration at half of the fitted maximal effect; on the % scale 0 is the no-effect control and ±100 the full control effect; nearly all actives have a fitted effect of over 55% in size
#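 DMSO vehicle served as the neutral condition. Each well held 2,000 cells given 5-fluorouridine plus compound; after 16 hr at 37 °C/5% CO2, ONE-Glo was added and luciferase measured 30 min later.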
# BCR signal inh: chronic active BCR signaling inhibition; ABC-DLBCL IkBa-CBG/CBR reporter, luminescence ratio, 4 h; Potency, µM (highest dose often 46.1 µM), without a hit: top-dose ratio change, negative = lower green/red ratio, actives largely listed as inhibitors; hit rate 0.05% among 340,000; AID 493014; active means well fitted inhibition curve with a large enough effect in the signal ratio, with a control signal flat, not every such curve was filed as active; inconclusive means small, poorly fitted or top-dose-only effect, or effect the other way, or a change in a side signal; the % refers to the signal ratio;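 further: potency means the concentration at half of the fitted maximal effect; plate controls were basal doxycycline-induced cells for no effect and cells given 10 µM MG132 for full effect; MG132 reads +100%, hits lower the ratio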
#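 Cell line TMD8 (human ABC DLBCL), stably expressing tet-inducible CBG68-IkBa fusion and CBR; IMDM/0.5% FBS; cpd up to 46 uM; dox induction, 4 h, 37C/5% CO2; dual luminescence; green/red ratio; MG132 control.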
# TSG101-PTAP inh: blocks PTAP/TSG101 interaction to inhibit HIV-1 budding; Q99816; Fluorescence polarization, FITC-PTAP peptide / Tsg101 binding; Potency, µM (series often up to 115 µM), without a hit: top-dose activity change, negative = inhibition, actives largely listed as inhibitors; 340,000 tested, under 10 active; active means well fitted inhibition curve with a large enough effect in the main read-out, with a control signal flat, not every such curve was filed as active; inconclusive means small, poorly fitted or top-dose-only effect, or effect the other way, or a change in a side signal; inactive means no such curve, though single readings can be large or run the other way; further: potency means the concentration at half of the fitted maximal effect; % of control where 0% means no effect
#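 Tsg101 binding domain (10 uM final) was mixed with compound and a FITC-labeled PTAP peptide (50 nM final) in HEPES pH 7.5 buffer with NaCl, Tween 20, EDTA and TCEP; fluorescence polarization was read after 20 min at r.t.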
# S-ASM inh: human S-ASM enzyme inhibition; P17405; placental ASM, HMU-PC fluorogenic substrate, 60 min; Potency, µM (doses to about 57.5 µM), for inactives: top-dose activity change, negative = inhibition, most hits filed as inhibitors; hit rate 0.006% among 340,000; AID 504937; further: potency means the concentration at half of the fitted maximal effect
#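 qHTS format. ASM enzyme prepared from human placenta hydrolyses the fluorogenic substrate HMU-PC0 (9 uM final) over 60 min at 37 °C after a 10 min compound preincubation.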
# Mito fusion act: mitochondrial division inhibition or fusion activation; hit rate 0.23% among 320,000; S. cerevisiae fusion-defective mutant growth rescue, CellTiterGlo 48 h; Potency, µM (top dose mostly 46.1 µM), for inactives: top-dose growth rescue (activation), actives largely listed as activators;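 further: potency means the concentration at half of the fitted maximal effect; % of control where 0% means no effect; nearly all actives have a fitted effect of over 45% in size; temperature-sensitive fusion mutants such as fzo1-1 at 37 °C on non-fermentable ethanol glycerol medium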
#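 Read-out: ATP-based luminescence (CellTiterGlo, 10 min ambient) reporting growth of fusion-defective ts yeast after 48 hours at 37C on glycerol/ethanol YPEG medium in the presence of compound.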
# A-T KAP1 phos: potential ataxia-telangiectasia treatment; hit rate 0.19% among 320,000; […] A-T fibroblasts, KAP-1 phosphorylation AlphaLISA; neocarzinostatin DNA damage 30 min before lysis; AID 485349; Potency, µM (titrated, usually from 57.5 µM), for the others: top-dose activation, actives largely listed as activators; further: potency means the concentration at half of the fitted maximal effect; % of control where 0% means no effect; nearly all actives have a fitted effect of over 45% in size
#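 hTERT-immortalized A-T patient fibroblasts ([…]), 500 cells/well in OPTI-MEM, 1% FBS, got compounds for 60 min, then NCS for 30 min at 37C. Lysates were then assayed for phospho-KAP-1 by AlphaLISA (anti-pKAP1 donor, anti-KAP1 acceptor beads), 6 hr at 25C.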
# TSHR antag: blocks TSH signaling through the human TSH receptor | P16473 | TSHR-expressing cells, TSH-stimulated cAMP HTRF, 2 h; stronger effect = lower value | activity change, negative = inhibition, % at 11.5 µM | hit rate 0.2% among 330,000 | AID 504810;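 active means activity change below a set negative limit, meaning inhibition stronger than a set level, cut at about -70% in these data; inconclusive means activity change between two set negative limits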; further: on the % scale 0 is the no-effect control and ±100 the full control effect
# Target sequence (P16473 whole entry, looked up): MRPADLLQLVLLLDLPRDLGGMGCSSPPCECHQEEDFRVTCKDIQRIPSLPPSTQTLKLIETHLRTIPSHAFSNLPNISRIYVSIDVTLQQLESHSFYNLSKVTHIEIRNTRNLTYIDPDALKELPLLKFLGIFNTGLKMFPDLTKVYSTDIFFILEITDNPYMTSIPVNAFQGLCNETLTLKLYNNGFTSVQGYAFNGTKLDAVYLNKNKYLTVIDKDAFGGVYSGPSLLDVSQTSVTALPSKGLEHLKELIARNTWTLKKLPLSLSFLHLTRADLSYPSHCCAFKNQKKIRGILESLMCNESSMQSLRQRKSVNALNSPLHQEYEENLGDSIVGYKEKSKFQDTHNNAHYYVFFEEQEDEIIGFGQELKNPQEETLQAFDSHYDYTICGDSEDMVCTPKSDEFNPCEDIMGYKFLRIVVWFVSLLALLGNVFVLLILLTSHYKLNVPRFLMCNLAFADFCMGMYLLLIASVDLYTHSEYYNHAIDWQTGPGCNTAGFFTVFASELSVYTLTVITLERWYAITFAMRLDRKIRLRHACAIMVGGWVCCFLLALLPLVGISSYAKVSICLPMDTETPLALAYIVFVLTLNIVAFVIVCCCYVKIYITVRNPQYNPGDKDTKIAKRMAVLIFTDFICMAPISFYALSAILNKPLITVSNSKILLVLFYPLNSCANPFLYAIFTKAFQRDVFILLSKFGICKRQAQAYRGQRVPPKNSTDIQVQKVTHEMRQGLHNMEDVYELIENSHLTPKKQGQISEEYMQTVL
#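 Competitive HTRF cAMP read-out (cryptate anti-cAMP antibody, cAMP-d2; 30 min, room temperature) in freshly harvested TSHR cells. Compounds added before TSH at EC80 (4nM final), followed by 2 hours' incubation at 37 deg C.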
# TCR act: activates T cell receptor signaling | primary human leukocytes, anti-CD3, IL-2 HTRF, 48 h | Potency, µM (series often up to 9.22 µM), for inactives: at the top dose activation of IL-2 secretion, hits mostly activators | 330,000 tested, under 10 active; further: % of control where 0% means no effect
#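 48 hr co-incubation of compounds, a-CD3 beads and primary human leukocytes; IL-2 quantified homogeneously by HTRF with anti-IL-2 K and d2 conjugates.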
# * = called active by the depositor; ? = inconclusive; nt = not tested or not shown; [ ] = remark or other dose. Unless noted, the call rests on the fitted dose curve; in most records, active means well fitted curve in the direction sought with a large enough effect; inconclusive means small, poorly fitted or top-dose-only effect, or another doubt; inactive means no such curve, though single readings can be large; an effect the other way counts as inactive or inconclusive.
SMILES,a7 integrin act,Tb PFK block,Eya2 inh,ELG1 repair inh,BCR signal inh,TSG101-PTAP inh,S-ASM inh,Mito fusion act,A-T KAP1 phos,TSHR antag,TCR act
CCOc1ccc(C(=O)NCc2ccccc2)cc1Br,-23%,3%,1%,14%,4%,-3%,-3%,10%,3%,8,-8%[46.1 µM]
CCC(=O)Nc1c(C)nn(C(=O)CC)c1C,1%,5%,-4%,0%,3%,-7%,-1%,10%,nt,14,9%
O=C1CCC(=O)N1N1C(=O)C2C3c4ccccc4C(c4ccccc43)C2C1=O (stereo not drawn),31%,-2%,16%,1%,-1%,-3%,1%,1%,-1%,8,-2%
COc1ccc(/C=C(\C#N)C(=O)Nc2cc(S(=O)(=O)N3CCOCC3)ccc2N2CCCC2)cc1,-41%,-22%,6%,-5%,-11%,-4%,-10%,0%,-2%,-7,2%[46.1 µM]
CCOC(=O)c1sc(Nc2nc3c(OC)cccc3s2)nc1C,nt,2%,6%,?,?,nt,nt,22%,2%,15,nt
O=C(NC(=S)Nc1nc(-c2ccccc2)cs1)c1ccco1,2%,-6%,-1%,-14%,-9%,-1%,-3%,-2%,16%,-23,-4%
Cc1cc(C)n2c(Nc3ccc4c(c3)OCCO4)c(-c3ccc(C)o3)nc2n1,-19%,-13%,-41%,?,17%,-14%,-1%,1%,2%,2,-4%
Cn1c(=O)c([N+](=O)[O-])c(N2CCN(Cc3ccc4c(c3)OCO4)CC2)c2ccccc21,-24%,-11%,-11%,?,8%,1%,-3%,-6%,7%,-5,1%
COc1ccc(C2=NS(=O)(=O)N(C)C(C(=O)NC3CCCC3)=C2)cc1OC,-24%,4%,-4%,-18%,-7%,-2%,7%,-1%,-2%,13,-5%
CCn1c(SCC(=O)NC2=NCCS2)nnc1C(C)NC(=O)c1ccc(Cl)cc1 (stereo not drawn),24%,4%,22%,15%,0%,-3%,2%,-3%,5%,10,-6%
O=C(NNC(=O)C1CC(c2cccs2)=NO1)Nc1ccccc1 (stereo not drawn),16%,1%,6%,-2%,2%,-4%,2%,-2%,4%,13,-7%
COc1ccc(C(=O)Nc2ccc(S(=O)(=O)Nc3cc(C)nc(C)n3)cc2)c(OC)c1,-8%,1%,-4%,2%,-5%,0%,1%,1%,6%,-12,2%
Cc1c(N(C)C(=O)c2ccccc2F)c(=O)n(-c2ccccc2)n1C,-9%,-5%,11%,1%,4%,-1%,2%,-1%,5%,-4,4%
CCN1CCN(c2ncc3c(n2)CC(c2cc(OC)c(OC)c(OC)c2)CC3=O)CC1 (stereo not drawn),1%,2%,1%,-7%,?,-6%,-3%,2%,5%,42,4%
CN1CCC(N(C)CC(=O)Nc2ccc3c(c2)OC(F)(F)O3)CC1,-11%,-17%,14%,7%,12%,-2%,0%,-6%,7%,8,-1%
CC1(C)Cc2ccccc2-c2[nH]c(=S)[nH]c(=O)c21,-7%,1%,2%,-14%,3%,-3%,-2%,-13%,-5%,37,-10%
CN(C)c1ccc(-c2nnc(-c3cccnc3)o2)cc1,17%,18%,-2%,?,?,-1%,54%[activator],2%,15%,15,nt
COc1ccc(Cl)cc1-c1nc(SCC(=O)NC(C)C(C)C)n[nH]1 (stereo not drawn),-28%,-2%,6%,-15%,?,-1%,-1%,2%,3%,0,-5%
CCN(C(=O)COC(=O)CCC(=O)c1cccs1)C1CCCCC1,2%,-2%,-6%,0%,?,-1%,6%,nt,-1%,nt,-3%
Cc1ccc(CNc2nc3ccccc3s2)s1,1%,-8%,8%,?,?,-1%,0%,-5%,-6%,-3,-4%
CCOCC(O)CNC(=O)c1ccc(OC2CCN(C(=O)c3cccnc3)CC2)cc1 (stereo not drawn),16%,3%,-2%,13%,?,-5%,1%,-3%,-9%,-5,3%
O=C1CC(c2ccccc2)CC(O)=C1C=NCCN1CCN(Cc2ccccc2)CC1 (stereo not drawn),-8%,-6%,4%,4%,?,-5%,-3%,-3%,9%,10,0%
CNC(=O)c1oc(-c2ccc(Cl)cc2)nc1C,?,2%,2%,-15%,?,0%,-6%,5%,9%,2,4%
CN(c1ccccc1)S(=O)(=O)c1cccc(C(=O)NC2CCCCC2)c1,27%,8%,7%,-26%,-1%,-7%,3%,3%,2%,3,-1%
Cc1cc(C(=O)NC2CCCC2)on1,11%,5%,1%,7%,-6%,-1%,6%,3%,12%,1,-8%[46.1 µM]
# Additional entries follow.
SMILES,a7 integrin act,Tb PFK block,Eya2 inh,ELG1 repair inh,BCR signal inh,TSG101-PTAP inh,S-ASM inh,Mito fusion act,A-T KAP1 phos,TSHR antag,TCR act
COc1ccc(-c2cc(C(=O)NC(C)C)no2)cc1,23%,-4%,0%,?,?,0%,1%,2%,nt,14,nt
Cc1n[nH]c(=S)n1/N=C/c1cccc(OCc2ccccc2)c1,5%,?,-4%,6%,-1%,1%,-27%,2%,4%,15,-7%
CC(C)[C@H](NC(=O)c1ccco1)C(=O)OCC(=O)NC12CC3CC(CC(C3)C1)C2,-2%,1%,-8%,13%,1%,0%,-2%,-1%,-3%,2,nt
CCCCC(=O)Nc1ccccc1C(=O)OCC(=O)c1ccc2c(c1)OCCO2,-22%,1%,7%,23%,?,-3%,0%,8%,11%,10,-3%[46.1 µM]
N#Cc1ccc(C(=O)Nc2cc(-c3ccccc3)nn2-c2ccccc2)cc1,28%,-8%,15%,?,8%,-5%,-2%,9%,26%,62,-3%
CCN1CCN(c2nc(N)c([N+](=O)[O-])c(Nc3ccc(C)cc3)n2)CC1,10%,-2%,1%,?,?,-5%,-8%,2%,-2%,-10,7%[46.1 µM]
CC(C)CCNC(=O)CN(Cc1ccco1)C(=O)CCC(=O)Nc1nccs1,6%,0%,1%,-5%,-1%,0%,2%,1%,2%,-3,11%
CN(C(=O)CSc1nc(-c2ccccc2)cs1)C1CCS(=O)(=O)C1 (stereo not drawn),12%,-1%,-7%,?,-6%,-6%,0%,0%,5%,-5,1%
CC(Sc1ccc2c(c1)OCCO2)C(=O)Nc1ccc2c(c1)OCO2 (stereo not drawn),0%,-3%,-9%,0%,-8%,-4%,1%,0%,0%,6,-4%
Cc1ccc(S(=O)(=O)N2CCN(C(=O)CCc3c[nH]c4ccccc34)CC2)cc1,-6%,-3%,8%,-20%,0%,-5%,2%,2%,-8%,4,-2%
COc1ccccc1NC(=O)Nc1cc(C(C)C)ccc1C,33%,0%,-27%,4%,5%,0%,2%,1%,3%,-8,6%
CCC1C(=O)N=C(SCC(=O)Nc2cccc3ccccc23)NC1=O (stereo not drawn),7%[7.66 µM],-14%,1%,8%,-9%,-7%,4%,-10%,5%,13,3%
O=C(c1ccc(Cl)cc1Cl)N1CCN(c2ccc(N3CCOCC3)nn2)CC1,3%,8%,20%,?,0%,-4%,152%[activator],10%,0%,-7,0%
CCc1ccccc1Nc1nc(N)nc(COC(=O)c2c(C)noc2C)n1,3%,-2%,-10%,0%,1%,-1%,-3%,4%,-2%,-1,-4%
CC(C)(C)c1csc(SCC(=O)Nc2ccc(Cl)cn2)n1,-8%,0%,-8%,-9%,?,-2%,-1%,0%,nt,-23,1%[46.1 µM]
COc1ccc(C2C(C(=O)N3CCN(c4ccccc4)CC3)c3ccccc3C(=O)N2C)cc1OC (stereo not drawn),3%,1%,-12%,8%,-1%,-6%,1%,-4%,-4%,15,nt

# Compound profiles, as listed above. Order of values: a7 integrin act	Tb PFK block	Eya2 inh	ELG1 repair inh	BCR signal inh	TSG101-PTAP inh	S-ASM inh	Mito fusion act	A-T KAP1 phos	TSHR antag	TCR act
# Record of CCC1C(=O)N=C(SCC(=O)Nc2cccc3ccccc23)NC1=O (stereo not drawn) = 7%[7.66 µM]	-14%	1%	8%	-9%	-7%	4%	-10%	5%	13	3%
# Record of Cc1n[nH]c(=S)n1/N=C/c1cccc(OCc2ccccc2)c1 = 5%	?	-4%	6%	-1%	1%	-27%	2%	4%	15	-7%

# Rows are unselected; any-hit rate near 3.2%.
